# ERp5 inh: inhibitors of ERp5-driven insulin aggregation, primary screen, biochemical, turbidity, absorbance 650 nm, single point | inhibition, % at 9.99 µM | Protein disulfide-isomerase A6 (Homo sapiens), Q15084 | 0.05% of 350,000 active | 90 min;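 active means mean replicate inhibition above about 25%, with every replicate also reaching it, limit read from the data, passing the limit was not always enough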
# Casp6 inh: human caspase-6 inhibitors, primary screen, biochemical, VEID-R110 fluorescence, single point, set 2; P55212; purified caspase-6, Z-VEID-R110 cleavage fluorescence; inhibition, % at 12.5 µM; 0.53% of 350,000 active; AID 686996, 2013;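 active means mean inhibition across replicates at least about 35%, with every replicate also reaching that limit, limit read from the data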;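 further: 0% = median of neutral control wells and 100% = no fluorescence left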
# PglD DTNB: C. jejuni PglD acetyltransferase inhibitors, primary screen, biochemical, DTNB colorimetric, single point | UDP-N-acetylbacillosamine N-acetyltransferase PglD (Campylobacter jejuni) | AID 602405, 2012 | inhibition, % at 12.5 µM | purified PglD enzyme, DTNB colorimetric CoA detection | 0.098% of 360,000 active; in the data active means inhibition above about 16%, passing the limit was not always enough; further: strong numbers were not always called active
# RAD54 inh: inhibitors of human RAD54 branch migration, primary screen, biochemical, fluorescence, single point. DNA repair and recombination protein RAD54-like (Homo sapiens), Q92698. RAD54 Holliday junction branch migration, FAM/BHQ fluorescence. inhibition, % at 10.4 µM. 0.14% of 360,000 active. AID 602329, 2012;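 active means mean normalized replicate activity at least 40 and at least half of replicates scoring 40 or more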;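 further: 0% = median of neutral control wells and 100% = median of positive control wells; inhibitors cause a drop in the FAM fluorescence signal; in these data hits start at about 50%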
# ARNT TACC3 PPI: disruptors of ARNT/TACC3 protein interaction, primary screen, biochemical, AlphaScreen, single concentration | AlphaScreen His-ARNT PAS-B/GST-TACC3 binding, luminescence; TACC3 fragment carries E629A point mutation | 0.66% of 390,000 active | inhibition, % at 9.99 µM | Transforming acidic coiled-coil-containing protein 3 (Homo sapiens), Q9Y6A5;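 active means mean inhibition of replicates at least 50% and at least half of replicates each reaching 50%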;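 further: 0% = complete ARNT plus TACC3 wells and 100% = ARNT alone without TACC3; many hits fall short of the cut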
# RAD52 inh: RAD52 DNA annealing inhibitors, primary screen, biochemical, FRET, single point, set 2; AID 651710, 2012; recombinant RAD52 DNA annealing, FRET fluorescence; DNA repair protein RAD52 homolog (Homo sapiens), P43351; inhibition, % at 18.7 µM; 0.46% of 360,000 active;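 active means every replicate showing at least 50% inhibition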
# Target sequence (P43351 whole entry, looked up): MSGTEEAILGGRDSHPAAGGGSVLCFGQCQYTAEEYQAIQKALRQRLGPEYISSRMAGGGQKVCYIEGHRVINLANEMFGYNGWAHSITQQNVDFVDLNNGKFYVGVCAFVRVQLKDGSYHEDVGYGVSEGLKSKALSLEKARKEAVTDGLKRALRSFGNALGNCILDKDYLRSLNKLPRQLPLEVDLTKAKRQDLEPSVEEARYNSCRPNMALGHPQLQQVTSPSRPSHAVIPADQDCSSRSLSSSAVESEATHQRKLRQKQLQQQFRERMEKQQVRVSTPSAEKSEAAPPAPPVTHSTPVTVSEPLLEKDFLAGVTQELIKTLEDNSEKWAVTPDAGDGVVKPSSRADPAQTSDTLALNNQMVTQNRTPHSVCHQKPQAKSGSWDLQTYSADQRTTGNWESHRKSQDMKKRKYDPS
# esBAF inh: Bmi1 luciferase reporter increase in mESCs, primary screen, esBAF inhibitor project, mouse ES cells, Bmi1 luciferase knock-in, single point; 24 h; 100% = twice the neutral-well signal; reporter increase, % at 12.5 µM; 2% of 350,000 active; in the data active means activation above about 40%;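 further: 0% = median of the plate's neutral control wells and 100% = double that signal; a rise in the Bmi1 reporter signal indicates esBAF inhibition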
# E-sel inducer: E-selectin induction in HUVECs, primary screen, imaging, HUVEC, immunofluorescence imaging, single point. normalized: neutral wells 0, TNF-alpha wells 100. activation, % at 7.58 µM. 0.37% of 260,000 active. AID 686992, 2013;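 active means mean E-selectin-positive cell signal at least 10% of the positive control, reached in at least 60% of replicates, without over 20% cell loss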;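 further: in these data hits start at about 27%; measured in HUVEC primary endothelial cells; signal is the percent of cells scored E-selectin positive by PE staining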
# Target sequence (P16581 whole entry, looked up): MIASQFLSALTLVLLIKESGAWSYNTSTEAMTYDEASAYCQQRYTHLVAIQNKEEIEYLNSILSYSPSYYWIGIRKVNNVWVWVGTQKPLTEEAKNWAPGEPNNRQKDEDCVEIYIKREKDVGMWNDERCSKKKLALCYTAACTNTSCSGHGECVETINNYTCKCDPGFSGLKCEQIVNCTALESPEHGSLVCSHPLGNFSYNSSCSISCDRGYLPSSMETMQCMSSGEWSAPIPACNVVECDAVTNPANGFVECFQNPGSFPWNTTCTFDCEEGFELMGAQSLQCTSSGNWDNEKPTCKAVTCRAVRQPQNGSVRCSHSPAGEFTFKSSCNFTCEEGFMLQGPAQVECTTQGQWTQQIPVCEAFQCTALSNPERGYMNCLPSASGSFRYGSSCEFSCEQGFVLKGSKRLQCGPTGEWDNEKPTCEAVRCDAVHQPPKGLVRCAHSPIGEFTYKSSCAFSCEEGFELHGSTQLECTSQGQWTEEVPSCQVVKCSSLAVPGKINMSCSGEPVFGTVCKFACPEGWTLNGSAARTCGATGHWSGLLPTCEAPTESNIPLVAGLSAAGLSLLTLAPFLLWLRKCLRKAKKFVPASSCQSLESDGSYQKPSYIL
#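 Test system: HUVEC | Signal: Immunofluorescence imaging | Read-out: Percent E-selectin-positive cells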
# * marks the source's active call; other numbers are inactive results; . = no result given.
SMILES,ERp5 inh,Casp6 inh,PglD DTNB,RAD54 inh,ARNT TACC3 PPI,RAD52 inh,esBAF inh,E-sel inducer
C[C@H]1CCCCO[C@H](CN(C)S(=O)(=O)c2ccc(Cl)cc2)[C@@H](C)CN([C@@H](C)CO)C(=O)c2cc(NS(=O)(=O)c3ccc(Cl)cc3)ccc2O1,.,.,-2.5,-15.2,-13.1,.,2.6,0.0
CN(C)c1ccc2c(c1)[C@H]1C[C@@H](CC(=O)NCc3ccc4c(c3)OCO4)O[C@@H](CO)[C@H]1O2,2.3,0.6,1.5,4.9,3.5,-12.5,-1.6,-0.4
COc1ccc(OC)c(NC(=O)CSc2nnc(NC(=O)c3ccco3)s2)c1,1.5,-1.7,-4.0,4.5,-5.4,-17.8,3.7,-4.2
COc1cccc(C(=O)N2C[C@H]3[C@@H](c4ccccc42)[C@@H](CO)N3C(=O)c2ccc(F)cc2)c1,2.8,1.0,5.1,3.9,3.1,-3.5,0.8,0.0
CCOc1ccccc1OCC(=O)Nc1ccc(N2CCCCC2)cc1,.,.,4.3,-6.3,-0.2,.,-3.4,.
CCN(CC)CCn1c(/N=C/c2cc(Br)ccc2O)nc2ccccc21,.,.,3.0,-16.2,10.5,.,.,-0.9
Cc1ccc2nc(Br)c3c(c2c1)OC(CBr)C3 (centres undefined),-1.2,-1.3,-1.8,-2.9,1.2,3.0,-7.4,.
O=C(Nc1ccncc1)c1ccc2ccccc2c1,-0.1,-1.0,.,.,0.0,0.7,.,-1.8
Cc1nn(S(=O)(=O)c2cccc([N+](=O)[O-])c2)c(C)c1Br,-3.1,-5.2,-10.0,-11.0,-0.6,-3.6,.,-1.4
CCOC(=O)CN(C(=O)CNC(=O)c1cccs1)C(C(=O)NC1CCCC1)c1ccncc1 (centres undefined),4.6,2.5,.,.,-9.8,-16.3,.,.
Cc1nnsc1C(=O)Nc1cc(Cl)ccc1Cl,.,.,-4.7,-8.4,-5.4,.,6.8,-2.5
CCOc1ccc(S(=O)(=O)/N=C(\N)c2ccccc2)cc1,2.4,-1.9,.,.,.,-14.8,.,-1.1
CN(Cc1ccco1)C(=O)CC[C@H]1O[C@@H](n2ccc(=O)[nH]c2=O)[C@H](O)[C@@H]1O,-5.4,-3.6,5.4,5.2,.,-4.6,0.4,.
Cc1nc2ccccn2c1C(=O)C(=O)Nc1cc(F)ccc1F,18.0,4.1,.,.,-10.6,9.3,.,.
C[C@H]1CCCCO[C@H](CN(C)C(=O)CCCN(C)C)[C@@H](C)CN([C@@H](C)CO)C(=O)c2cc(NC(=O)C3CCCCC3)ccc2O1,3.3,0.1,-5.1,-6.2,-3.9,15.2,-2.2,0.0
CCCCCCN1C[C@H](O)[C@@H](n2cc(C3CC3)nn2)C[C@@H]1c1ccccc1,9.2,0.5,-0.9,-1.9,.,-17.1,5.5,.
COc1cc(/C=C(\C#N)c2nnc(N3CCOCC3)n2-c2ccccc2)ccc1O,-3.0,-0.8,.,.,24.7,-10.7,-7.4,.
O=C(O)c1cccc(S(=O)(=O)N2CCN(Cc3ccc4c(c3)OCO4)CC2)c1,-3.2,-0.1,-2.2,-6.6,-0.7,-12.5,0.8,.
CCOC(=O)C1CCN(S(=O)(=O)c2cc(C(=O)N3CCCCC3)ccc2OC)CC1,4.4,3.8,2.6,5.2,1.1,-13.4,-6.8,-0.2
CC(=O)N1CCN(c2ccc(OC[C@H]3CO[C@](Cn4ccnc4)(c4ccc(Cl)cc4Cl)O3)cc2)CC1,1.2,-1.7,2.8,12.1,12.1,-3.9,2.2,0.0
C=CCNC(=O)[C@@H]1[C@H]2C(=O)O[C@H](c3ccccc3)[C@H](c3ccccc3)N2[C@H](c2ccccc2OCCO)[C@@]12C(=O)N(C(=O)OCCOC)c1ccccc12,0.5,-1.8,5.8,-2.7,1.7,11.2,.,.
CC1(C)CC(NC(=O)c2coc(=O)c(Br)c2)CC(C)(C)N1,.,.,4.5,-1.5,0.7,.,4.5,.
C[C@H](O)C#Cc1ccc2c(c1)O[C@H](CN(C)C(=O)CN(C)C)[C@@H](C)CN([C@@H](C)CO)S2(=O)=O,1.4,-1.4,1.3,6.6,-23.6,-7.7,-2.1,0.0
Cc1ccccc1C(=O)NNC(=O)C1CC(=O)N(c2ccc3c(c2)OCCO3)C1 (centres undefined),1.6,0.6,6.5,2.1,-6.7,-5.1,-6.6,.
CN1C(=O)C(C)(C)c2cc(S(=O)(=O)N3CCN(c4ccc(F)cc4)CC3)ccc21,0.8,1.4,.,.,-3.6,-5.5,3.3,-0.1

# Compound profiles (already shown). Values in the order: ERp5 inh, Casp6 inh, PglD DTNB, RAD54 inh, ARNT TACC3 PPI, RAD52 inh, esBAF inh, E-sel inducer
# Profile of Cc1ccc2nc(Br)c3c(c2c1)OC(CBr)C3 (centres undefined) = -1.2, -1.3, -1.8, -2.9, 1.2, 3.0, -7.4, .
# Profile of C[C@H](O)C#Cc1ccc2c(c1)O[C@H](CN(C)C(=O)CN(C)C)[C@@H](C)CN([C@@H](C)CO)S2(=O)=O = 1.4, -1.4, 1.3, 6.6, -23.6, -7.7, -2.1, 0.0

# Continued:
SMILES,ERp5 inh,Casp6 inh,PglD DTNB,RAD54 inh,ARNT TACC3 PPI,RAD52 inh,esBAF inh,E-sel inducer
CC(C)NC(=O)N1[C@@H](CO)[C@@H](c2ccccc2)C12CN(C(=O)Cc1cccnc1)C2,-1.6,-1.2,.,.,.,3.8,.,0.1
Cc1ccc(C)c(N2CCN(C(=O)C3CCCN(S(=O)(=O)c4cnc[nH]4)C3)CC2)c1 (centres undefined),5.5,7.1,-1.6,0.2,-1.4,-33.0,1.3,.
CC(C)(C)NC(=O)CSc1nnc(-c2ccco2)n1Cc1ccco1,.,.,0.9,2.4,8.5,.,4.5,.
Cn1cnc([N+](=O)[O-])c1Sc1nc(N)nc2c1ncn2Cc1ccccc1,2.5,-1.3,-3.0,0.6,-0.5,-10.4,12.6,-0.5
CCCCN(C=O)c1c(CC)nc2ccc(C(=O)N(C)Cc3ccccc3)cn12,1.3,0.1,-2.5,5.5,.,-13.5,-5.2,0.0
C[C@H]1CN([C@@H](C)CO)C(=O)Cc2cc(NC(=O)NC3CCCCC3)ccc2O[C@@H]1CN(C)Cc1ccc(-c2ccccc2)cc1,-10.2,-0.4,-0.3,0.8,28.0,10.2,6.6,0.3
COc1ccc(NC(=O)CCC(=O)N/N=C/c2cn(C)nc2C)cc1,2.6,4.3,-0.9,8.3,14.2,-7.5,.,0.0
CC(C)(C)NC(=O)NCc1cccnc1,1.8,7.7,.,.,-7.2,-11.7,.,.
C[C@H]1CN([C@@H](C)CO)C(=O)c2cc(-c3ccccc3)cnc2O[C@H]1CN(C)C(=O)Nc1ccc2c(c1)OCO2,-3.0,-1.2,-0.4,-2.7,14.1,4.0,-0.1,0.0
CCn1cc(C(=O)N(C)c2ccccc2F)c2cc(OC)c(OC)cc2c1=O,3.1,2.3,-1.6,-1.3,24.9,-3.4,-3.6,-0.4
CCc1nnc(NC=C2C(=O)OC(C)(C)OC2=O)s1,-3.2,3.3,-1.9,-7.2,-3.0,-18.9,7.2,.
CC(=O)/C(C(=N)N1CCN(c2cccc(Cl)c2)CC1)=C(\C)O,1.0,-3.7,3.4,13.2,-17.7,-7.4,-2.4,.
O=C(Oc1cc(=O)oc2ccccc12)c1ccccc1,-5.9,-3.6,-4.3,19.8,-40.4,-2.4,-2.5,.
CCCCCCN1CC(=O)N2[C@@H](Cc3c([nH]c4ccccc34)C2(C)C)C1=O,-0.8,-2.9,5.4,-4.8,0.6,-7.4,-0.3,-0.1
CCCCN(CC)CCNC(=O)Cn1cc2c(n1)-c1c(oc(C(=O)N3CCCC3)c1C)CC2,2.2,-29.5,-4.5,4.4,6.7,-11.1,-5.2,.
COc1ccc(OC2CCN(C(=O)Nc3ccc(C)cc3)CC2)cc1,3.0,0.0,0.4,2.1,2.5,-10.2,1.8,.
COc1ccc(C(=O)NCC(=O)N2CCCC(C(F)(F)F)C2)cc1OC (centres undefined),-6.4,-129.6,4.2,3.2,5.3,-5.0,.,0.1
CC(C)N1CCC(=NNC(=O)c2cccs2)CC1,-1.6,-1.7,5.1,-4.5,0.3,-8.7,5.7,.
COc1cc(C=O)ccc1OCC(=O)Nc1cccc(S(=O)(=O)N(C)c2ccccc2)c1,-5.5,0.0,-5.4,-4.3,-1.4,-12.9,3.2,.
O=C(C[C@@H]1C=C[C@@H](NC(=O)c2cccc(F)c2)[C@H](CO)O1)NCc1ccc(Oc2ccccc2)cc1,2.9,2.7,3.6,-10.6,-40.0,-14.5,5.7,-0.1
O=C(N[C@@H]1CC[C@@H](CCNS(=O)(=O)c2ccccc2Cl)O[C@H]1CO)c1ccc(F)cc1,-1.7,3.9,-0.7,-7.0,-9.1,1.2,4.0,0.6
CC(C)Cn1c(N)c(C(=O)COC(=O)/C=C/c2cccs2)c(=O)n(C)c1=O,0.9,-0.3,.,.,8.1,-25.8,.,0.1
O=C(C[C@H]1C=C[C@H](NC(=O)Nc2ccccc2F)[C@@H](CO)O1)NCc1ccc(Cl)cc1,-2.5,-2.1,0.8,-8.7,.,-12.5,2.9,0.0
Cc1ccccc1N/C=C/C(=C(C#N)C#N)N(C)C,-1.7,-0.4,-0.8,-6.5,-1.8,-1.7,-0.5,.
Cc1cccc(OCCCN2C(=O)C(=O)c3cc(C)ccc32)c1,-2.9,1.4,0.3,0.7,0.3,-9.9,.,0.3

# Three consecutive entries out of the list so far:
SMILES,ERp5 inh,Casp6 inh,PglD DTNB,RAD54 inh,ARNT TACC3 PPI,RAD52 inh,esBAF inh,E-sel inducer
O=C(C[C@H]1C=C[C@H](NC(=O)Nc2ccccc2F)[C@@H](CO)O1)NCc1ccc(Cl)cc1,-2.5,-2.1,0.8,-8.7,.,-12.5,2.9,0.0
Cc1ccccc1N/C=C/C(=C(C#N)C#N)N(C)C,-1.7,-0.4,-0.8,-6.5,-1.8,-1.7,-0.5,.
Cc1cccc(OCCCN2C(=O)C(=O)c3cc(C)ccc32)c1,-2.9,1.4,0.3,0.7,0.3,-9.9,.,0.3

# New compounds follow:
SMILES,ERp5 inh,Casp6 inh,PglD DTNB,RAD54 inh,ARNT TACC3 PPI,RAD52 inh,esBAF inh,E-sel inducer
O=C(NCc1ccc(F)cc1)C(=O)c1cn(CC(=O)N2CCCC2)c2ccccc12,7.1,1.6,3.4,2.8,1.3,-111.1,-10.5,0.1
CC(CNC(=O)c1cc(COc2ccc3ncccc3c2)on1)c1ccccc1 (centres undefined),-0.1,-2.9,-2.8,-3.3,0.5,-12.4,.,.
COc1ccc(-c2cc(NC=O)c3ncc(-c4ccc(C(C)=O)cc4)n3c2)cn1,-4.2,4.4,4.6,3.7,.,10.9,-40.2,-0.3
O=C(NCC(c1ccco1)N1CCOCC1)c1ccc(F)cc1 (centres undefined),-0.1,1.2,2.4,-9.6,10.5,-9.0,.,-0.1
CC(C)Oc1ccc(C(=O)Nc2ncn[nH]2)cc1,1.9,0.9,8.0,-6.7,5.6,-5.1,31.3,.
CCNC(=S)Nc1ccc(-c2nc3ccccc3[nH]2)cc1,5.5,-0.7,.,.,3.8,-4.3,.,.
O=C(N/N=C/c1sc(N2CCOCC2)nc1-c1ccccc1)c1ccc(O)cc1,-2.7,2.5,.,.,12.1,-21.6,.,.
CCCN(CC(=O)Nc1ccccc1C)C(=O)c1ccc(N2CCCC(C)C2)c([N+](=O)[O-])c1 (centres undefined),3.3,1.5,-4.2,-11.5,11.5,-0.5,-1.5,-1.6
CC(C)CN(C(=O)COC(=O)CNC(=O)c1ccccc1)c1c(N)n(Cc2ccccc2)c(=O)[nH]c1=O,0.1,0.4,-3.9,11.0,-6.6,-8.8,.,0.2
O=C(C[n+]1ccccc1)N/N=C/c1ccc(Cl)cc1,-0.3,-52.2,4.3,-0.4,5.8,12.1,-5.5,-0.3

# From PubChem BioAssay
